ER stress surv: ER stress cell death inhibition. AID 1010. CSM14.1 thapsigargin ER stress survival, ATP luminescence. relative survival (cellular ATP), % at 15 µg/mL (by protocol). hit rate 0.33% among 48,000;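 active = survival measured by cellular ATP above 50% at 15 µg/ml in the first screen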;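 note: cell death triggered by about 15 µM thapsigargin; ATP read 24 h after thapsigargin was added; plate controls were thapsigargin with DMSO for no effect and DMSO without thapsigargin for full effect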
The depositor's hits bear a star. A portion of the library; count on the stated rates, not on these rows.

Start of the data: the first three compounds (preview)
molecule,ER stress surv
CCOC(=O)c1c(NC(=O)/C=C/c2ccc(OC)c(Br)c2)sc(C(C)=O)c1C,11
CCOc1ccc(S(=O)(=O)N2CCN(c3ccccc3)CC2)c2ccccc12,8
O=C(Nc1ccc(NC(=O)c2cccnc2)cc1)c1ccc(NC(=O)c2cccnc2)cc1,12

Main list, from the start:
molecule,ER stress surv
CCOC(=O)c1c(NC(=O)/C=C/c2ccc(OC)c(Br)c2)sc(C(C)=O)c1C,11
CCOc1ccc(S(=O)(=O)N2CCN(c3ccccc3)CC2)c2ccccc12,8
O=C(Nc1ccc(NC(=O)c2cccnc2)cc1)c1ccc(NC(=O)c2cccnc2)cc1,12
Cc1c(Cl)cccc1-c1ccc(C(=O)Nc2nccs2)o1,-5
O=C(NN1C(=O)/C(=C/c2ccc(Cl)cc2)SC1=S)c1cccc(O)c1,1
Cc1ccc(C)c(NC(=S)Nc2ccc(F)cc2)c1,0
CC(C)(C)C1(C)OC(O)(C(F)(F)F)CC1=O (stereo not drawn),1
CCn1c(O)c(C=Nc2ccccc2)sc1=S,4
Cc1ccc(NC(=O)n2ccc(C(=O)N3CCOCC3)n2)cc1,-4
O=C1C(=O)N(c2nc3ccccc3s2)C(c2ccccc2F)/C1=C(/O)c1ccccc1 (stereo not drawn),8
COc1ccc(C2CC(=O)C3=C(C2)Nc2ccccc2NC3c2cc3c(cc2Cl)OCO3)cc1 (stereo not drawn),7
COc1ccc(CCN2C(=O)CSC2c2cccc([N+](=O)[O-])c2)cc1OC (stereo not drawn),-1
CC(=O)Nc1ccc2c(c1)C1C=CCC1C(c1ccccc1F)N2 (stereo not drawn),-1
Oc1ccc(Br)cc1C=Nc1ccc(Cl)c2cccnc12,4
O=C1CC(NCCc2ccc(Cl)cc2)C(=O)N1c1ccc(Cl)cc1 (stereo not drawn),1
N=c1n(N)c2ccccc2n1CCO,6
Cc1ccc(NC(=S)NN2CCN(C)CC2)cc1,-5
O=[n+]1cc(-c2ccc(Br)cc2)n([O-])c2c1CCC2,-2
COCCOC(=O)c1c(C)oc2ccc(OCc3cc(C)ccc3C)cc12,-1
Oc1ccccc1C1OCC2(CO1)COC(c1ccccc1O)OC2 (stereo not drawn),-4
COc1ccc(C(=O)NC(c2ccc(OC)cc2)c2ccc(OC)cc2)cc1,-2
Cc1cccc(-n2c(C)cc(/C=C3/SC(=S)NC3=O)c2C)c1,0
CCNC(=O)/C=C/c1cn(-c2ccccc2)nc1-c1ccccc1,1
Cc1ccc(C(=O)Nc2ccc(Br)cc2)cc1S(=O)(=O)Nc1ccc(Cl)cn1,3
C(=Nn1cnnc1)c1ccc2c(c1)OCO2,8
O=[N+]([O-])c1ccc(-c2ccco2)c(Cl)c1,-2
CN(C)c1ccc(C(=O)Nc2ccc(S(N)(=O)=O)cc2)cc1,2
COC(=O)c1c(C)oc2ccc(OCC(=O)c3ccccc3)cc12,1
COc1cc(OC)c(C=C2C(=O)NC(=O)NC2=O)cc1Br,3
C=CCN1C(=O)/C(=C\c2ccc(-c3cc(Cl)ccc3Cl)o2)SC1=S,4
CCC(CO)N=Cc1c(O)n(-c2c(Cl)cccc2Cl)c2ccccc12 (stereo not drawn),0
O=C(c1ccc([N+](=O)[O-])cc1)N1CCN(c2cccc(Cl)c2)CC1,17
C=CCN1C(=O)/C(=C\c2ccc(OC)cc2)SC1=Nc1ccccc1,18
COC(=O)C1=C(C)N(c2ccc(Cl)cc2)C(=O)/C1=C\c1ccc(O)c(OC)c1,-7
Cc1ccc(C23CC4CC(CC(C(=O)Nc5nn[nH]n5)(C4)C2)C3)cc1,13
CCOc1cc2oc(=O)cc(C)c2cc1CC,3
O=C(Nc1ccc(I)cc1Cl)c1cccc2ccccc12,-1
CCc1cc(C(=O)N/N=C/c2ccc(O)cc2O)c2ccccc2n1,2
COc1ccc(N2C(=O)C3C(C2=O)N2C(c4ccco4)C4C(=O)N(c5ccc(OC)cc5)C(=O)C4N2C3c2ccco2)cc1 (stereo not drawn),18
Cc1c(Cl)c(C(F)(F)F)nn1CC(=O)Nc1ccc(F)cc1F,5
C=CCOC(=O)C1=C(C)NC(C)=C(C(=O)OCC=C)C1c1ccc(OC)cc1,1
O=C(O)C(Cc1ccccc1)N1C(=O)/C(=C/c2ccc(F)cc2)SC1=S (stereo not drawn),0
COc1cccc2c1NC(c1ccc(F)cc1)C1CC=CC21 (stereo not drawn),3
Cc1ccc(S(=O)(=O)NC(=O)c2ccccc2)cc1C(C)C,-2
O=[N+]([O-])c1ccccc1Nc1nnc(-c2ccccc2)c(-c2ccccc2)n1,13
CC1=C(C(=O)OC2CCCCC2)C(c2ccccc2[N+](=O)[O-])C2=C(CCCC2=O)N1 (stereo not drawn),-6
COC(=O)C1=NN(C(=O)C(C)C)C(O)(c2ccccc2)C1 (stereo not drawn),-3
O=C(O)c1cc(-c2cn[nH]c2-c2ccccc2)nc2ccc3ccccc3c12,2

Five compounds from above, ordered by molar mass, falling:
molecule,ER stress surv
CC1=C(C(=O)OC2CCCCC2)C(c2ccccc2[N+](=O)[O-])C2=C(CCCC2=O)N1 (stereo not drawn),-6
C=CCOC(=O)C1=C(C)NC(C)=C(C(=O)OCC=C)C1c1ccc(OC)cc1,1
O=[N+]([O-])c1ccccc1Nc1nnc(-c2ccccc2)c(-c2ccccc2)n1,13
Cc1ccc(S(=O)(=O)NC(=O)c2ccccc2)cc1C(C)C,-2
COc1cccc2c1NC(c1ccc(F)cc1)C1CC=CC21 (stereo not drawn),3

Additional records follow:
molecule,ER stress surv
COc1cc(OC)c(OC)cc1CN1CCN(Cc2ccccn2)CC1,8
O=C(/C=C/c1ccccc1)OCCN=C1NS(=O)(=O)c2ccccc21,5
CC1=C(C(=O)OC2CCCCC2)C(c2ccncc2)C2=C(CC(c3ccccc3)CC2=O)N1 (stereo not drawn),2
COc1cc(C(=O)NN=C2CCCCCC2)cc(OC)c1OC,4
COc1ccc(S(=O)(=O)NNC(=O)C(=O)Nc2ccccn2)cc1,-1
NC(=O)c1ccc(NC(=O)C2COc3ccccc3O2)cc1 (stereo not drawn),12
CC1(C)CC(Cc2ccccc2)(C(=O)O)CCO1 (stereo not drawn),6
CC1=C(C(=O)OC(C)C)C(c2cc3c(cc2[N+](=O)[O-])OCO3)C2=C(CC(C)(C)CC2=O)N1 (stereo not drawn),-1
COc1ccccc1Nc1nc(C(F)(F)F)c(-c2ccccc2)s1,5
O=C(Nc1ccc(/C=C/C(=O)c2cccs2)cc1)c1ccc(Br)cc1,11
COCCOC(=O)C1=C(C)NC(=S)NC1c1ccc(Cl)cc1 (stereo not drawn),1
CCOc1ccc2cc(/C=N/Nc3nc(-c4ccccc4)c4cc(Cl)ccc4n3)c(=O)[nH]c2c1,1
O=C1NC(=S)N(c2ccc(Cl)cc2)C(=O)/C1=C/c1ccc(Oc2ccc([N+](=O)[O-])cn2)cc1,-1
O=C(/C=C/c1ccc(OCc2ccccc2)cc1)c1ccc(Cl)cc1,7
NS(=O)(=O)c1ccc(NC(=O)CCN2C(=O)S/C(=C\c3ccc(Cl)cc3)C2=O)cc1,5
Cc1cccc(/C(N)=N/OC(=O)c2ccc(I)cc2)c1,-10

Structural class, the entries above containing a thiophene ring, fused or not
molecule,ER stress surv
CCOC(=O)c1c(NC(=O)/C=C/c2ccc(OC)c(Br)c2)sc(C(C)=O)c1C,11
O=C(Nc1ccc(/C=C/C(=O)c2cccs2)cc1)c1ccc(Br)cc1,11

(listing goes on)
molecule,ER stress surv
Cc1ccc(-n2ncnc2-c2ccc(Cl)cc2)cc1Cl,11
CCc1ccc(N2N=C(C)/C(=C\c3cc(Br)c(O)c(OC)c3)C2=O)cc1,-3
C=C(C)C(=O)Nc1cccc(C(=O)NCC(C)C)c1,7
C=C(C)Cn1c(COc2cccc(C)c2)n[nH]c1=S,8
CC1=C(C(=O)OCC(Cl)(Cl)Cl)C(c2ccccc2F)NC(=O)N1 (stereo not drawn),5
O=C(Nc1ccc(-c2nc3ccccc3s2)c(O)c1)c1ccncc1,-1
CCN(CC)c1ccc(C2NC(=O)NC(C)=C2C(=O)OCCOc2ccccc2)cc1 (stereo not drawn),7
CC1CCN(C(=O)CSCc2cccc(Br)c2)CC1,-6
CC(C)(C)c1cc(Br)ccc1OCC(=O)Nc1ccccc1C(N)=O,11
NC(=O)c1ccccc1NC(=O)c1cccc(Cl)c1,4
Oc1ccc(Cl)cc1-c1cc(-c2ccccc2)n[nH]1,2
COCc1ccccc1P(=O)(c1ccccc1)c1ccccc1,9
COc1ccc(CN(CCC(c2ccccc2)C2CCOC(C)(C)C2)C(C)=O)cc1 (stereo not drawn),3
C=CCC1(C#N)C(=S)NC2=C(C(=O)CC(C)(C)C2)C1c1ccc(Br)cc1 (stereo not drawn),-9
Cc1cc(C)c(C=C2C(=O)c3ccccc3C2=O)cc1C,2
O=C1NC(=O)N(c2ccc(Br)cc2)C(=O)/C1=C/c1ccco1,0
O=C1CC(c2ccc(F)c(F)c2)c2cc(Br)c3ccccc3c2N1 (stereo not drawn),-6
CC(C)(C)NC(=O)c1ccc(-c2ccc(Br)cc2)o1,0
Cc1cc(N2C(=O)NC(=O)/C(=C\c3ccc(C(=O)O)cc3)C2=O)ccc1Br,1
COc1ccc(N2C(=O)/C(=C/c3ccc(-c4ccc(C(=O)O)cc4)o3)C(=O)NC2=S)cc1,6
O=C(Nc1ccc(-c2nc3ccccc3c(=O)o2)cc1)c1cccc([N+](=O)[O-])c1,8
O=C(CSc1nnnn1-c1ccccc1)NC1CCCC1,13
CCOC(=O)c1sc(NC(=O)c2c(-c3ccccc3)noc2C)c(C(=O)OCC)c1C,1
O=C(/C=C/Nc1ccc(Cl)c([N+](=O)[O-])c1)c1ccccc1,5
CCO/C(C)=C1\C(=O)Nc2ccccc21,2
COC(=O)c1cc(C(=O)N2CCCC(C)C2)cc([N+](=O)[O-])c1 (stereo not drawn),9
COC(=O)c1c(NC(=O)CCN2C(=O)c3ccccc3C2=O)sc2c1C(C(=O)OC)CC2 (stereo not drawn),3
CCOC(=O)C1=C(C)N=c2s/c(=C\c3ccc4c(c3)OCO4)c(=O)n2C1c1ccc(OC(C)=O)cc1 (stereo not drawn),5
CCOc1ccccc1NC(=O)c1ccc(I)cc1,0
O=[N+]([O-])c1cccc(C2=Nc3ccccc3NC(c3ccccc3)C2)c1 (stereo not drawn),9
Cc1ccc(Nc2nc3nonc3nc2N)c(C)c1,-16
COc1ccc(CN2CCN(Cc3cccc([N+](=O)[O-])c3)CC2)cc1Br,-2
Cc1ccc(S(=O)(=O)NCCSCc2ccc(Br)cc2)cc1,8
COc1ccc(NC(=O)c2cccc(F)c2)cc1,6
CCOc1ccc(N(CC(=O)Nc2ccc(Cl)cc2C)S(C)(=O)=O)cc1,2
Cc1nonc1N=Cc1cc(I)cc(I)c1O,3
CN1C(=O)C(=Cc2ccc(-c3cc(Cl)ccc3Cl)o2)C(=O)N(C)C1=O,7
CCN(C(=O)c1ccccc1F)c1ccccc1,0
Cn1c(-c2ccccn2)nc2ccccc21,-3
COc1cccc(NC(=O)c2ccccc2C(F)(F)F)c1,11
C=CCc1ccccc1OCCOc1ccc(/C=N/n2cnnc2)cc1OC,6
O=C(c1nn2c(c1Br)NC(c1cccs1)CC2C(F)(F)F)N(Cc1ccccc1)Cc1ccccc1 (stereo not drawn),10
CNC(=S)NC12CC3CC(CC(C3)C1)C2,1
C=C(C)CSc1nc2sc3c(c2c(=O)n1CC(=C)C)CC(C)(C)OC3,5
CCCOc1ccc(C(=O)Nc2c(C)cc(Br)cc2C)cc1,2
C=CCNC(=O)CN(c1ccc(OC)cc1OC)S(=O)(=O)c1ccc(C)cc1,1
Cc1ccc(OCC(=O)Nc2cc(Cl)cc(Cl)c2)cc1,-8
Brc1ccc(/C=N/c2nc3c(s2)CCCC3)cc1,6
CCCc1c(C)nc2ccc(Br)cc2c1SCC(=O)O,2
O=C(CCSCc1ccc([N+](=O)[O-])cc1)OCC(=O)c1ccccc1,7
O=C1CCCc2c1[nH]c1ccc(Br)cc21,-2
COC(=O)CN(c1ccc(OC)cc1)S(=O)(=O)c1ccccc1,3
COc1ccc(/C=C2\SC(=S)N(NC(=O)c3ccncc3)C2=O)cc1OC,-3
Cc1ccccc1NC(=O)c1c(NC(=O)c2ccccc2C)sc2c1CCCCC2,-1
Cc1cc(C)cc(N2C(=O)NC(=O)/C(=C\c3c(F)cccc3Cl)C2=O)c1,10
CCCOc1ccc(/C=C/C(=O)Nc2ccc(S(=O)(=O)Nc3ncccn3)cc2)cc1OC,-4

Next part
molecule,ER stress surv
Clc1ccccc1CN1CCN(N=Cc2cccs2)CC1,11
COc1cc(/C=C2\SC(=S)N(NC(=O)c3ccccc3)C2=O)cc(OC)c1OC,18
COc1ccc(CC(=O)Nc2ccccc2C(F)(F)F)cc1,3
COc1ccccc1-c1nnc(NC(=O)c2ccc(F)cc2)s1,3
CCOc1cc(C=C2C(=O)NC(=S)NC2=O)ccc1OCCOCCOc1ccc(C)cc1,5
O=C(O)c1cc(NS(=O)(=O)c2ccc3c(c2)OCCO3)cc(C(=O)O)c1,12
COc1ccc(/C=C(\NC(=O)c2ccccc2)C(=O)Nc2ccc(C)cc2)cc1OC,-1
COc1cc(CNc2ccc(Br)c(C)c2)cc(OC)c1,-1
O=C(Oc1ccc2ccccc2c1)c1cc([N+](=O)[O-])ccc1Cl,3
N/C(Cc1ccc(Cl)cc1)=N\OC(=O)/C=C/c1ccccc1,-5
COc1cc(C2Nc3ccc4ccccc4c3C3=C2C(=O)CC(C)(C)C3)c(Br)cc1O (stereo not drawn),1
CC1CCc2c(sc(N)c2C(=O)Nc2cccc(Cl)c2)C1 (stereo not drawn),5
CCOc1ccc2nc(NC(=O)c3ccc(Cl)cc3)sc2c1,4
